mIAP block – blocks mouse intestinal alkaline phosphatase; hit rate 0.2% among 330,000; AID 2806; inhibition, % at 10 µM; purified mouse IAP, CDP-Star luminescence, 30 min;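 active = inhibition of at least 40% at 10 µM in the primary screen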;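 note: plate controls were DMSO with enzyme for no effect and no enzyme wells for full effect; values of inactives mirror those of a sister screen read the other way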
A3G deaminase – blocks human APOBEC3G single-stranded DNA deamination. Q9HC16. recombinant A3G, ssDNA deamination FAM/TAMRA fluorescence. inhibition, % at 20 µM. hit rate 0.28% among 330,000. AID 493012;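 active = inhibition of at least 40% at 20 µM, with no more than 30% in the related APOBEC3A deaminase screen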;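 note: plate controls were DMSO wells with A3G for no effect and wells lacking A3G enzyme for full effect; some compounds called inactive have numbers as strong as hits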
beta cell repl – induces beta-cell replication in MIN6 cells; hit rate 0.29% among 330,000; proliferation, % at 10 µM; MIN6 cells proliferation, ATPlite luminescence, 48 h; cells starved in 0.2% serum; 100% = growth in 10% serum; AID 2380;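 active = compounds whose signal lies at least 3.5 SD above the mean of all wells on their plate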;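 note: 0% = DMSO-treated cells in low-serum medium and 100% = 10% serum control; some compounds called inactive have numbers as strong as hits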
MPTP block – inhibitors of mitochondrial permeability transition pore | isolated mouse mitochondria, Ca2+ swelling absorbance, 30 min | inhibition, % at 10 µM | hit rate 1.4% among 360,000 | AID 602449;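 active = inhibition of 50% or more, scaled per plate between neutral and stimulator controls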;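 note: 0% = DMSO wells given calcium and 100% = 1 mM EGTA wells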
hIAP inh – blocks human intestinal alkaline phosphatase | purified IAP, CDP-Star luminescence, 30 min | inhibition, % at 10 µM | hit rate 0.12% among 330,000 | AID 2544;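 active = inhibition reaching a set limit with compound at 10 µM in the primary screen, cut at about 35% in these data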;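 note: plate controls were DMSO wells with enzyme for no effect and no-enzyme buffer wells for full effect; values of inactives mirror those of a sister screen read the other way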
Target sequence (P09923 whole entry, looked up): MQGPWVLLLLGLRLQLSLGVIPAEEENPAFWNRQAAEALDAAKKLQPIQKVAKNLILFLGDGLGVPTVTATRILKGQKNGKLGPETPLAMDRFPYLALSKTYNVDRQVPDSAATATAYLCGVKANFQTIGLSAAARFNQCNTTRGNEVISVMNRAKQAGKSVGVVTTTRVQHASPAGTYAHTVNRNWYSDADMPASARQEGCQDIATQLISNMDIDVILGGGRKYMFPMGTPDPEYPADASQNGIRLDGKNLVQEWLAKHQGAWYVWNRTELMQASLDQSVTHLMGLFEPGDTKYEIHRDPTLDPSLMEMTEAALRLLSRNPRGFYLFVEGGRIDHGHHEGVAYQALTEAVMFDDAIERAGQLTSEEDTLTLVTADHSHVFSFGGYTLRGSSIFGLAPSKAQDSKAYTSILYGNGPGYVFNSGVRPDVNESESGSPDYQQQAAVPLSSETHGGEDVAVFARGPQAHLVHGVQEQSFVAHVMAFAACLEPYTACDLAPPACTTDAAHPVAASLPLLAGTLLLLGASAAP
hIAP activ – increases human intestinal alkaline phosphatase activity | activation factor at 10 µM | P09923 | hit rate 0.16% among 330,000 | purified human IAP, CDP-Star luminescence, 30 min; stronger effect = higher value; 1 = vehicle-only enzyme, 0 = enzyme-free background;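 active = activation factor of the enzyme at least 2-fold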; note: the source names both 10 and 20 µM as test concentration; values of inactives mirror those of a sister screen read the other way
mIAP act – mouse IAP activation. muIAP, CDP-Star luminescence, 30 min; stronger effect = higher value; 1 = vehicle-only enzyme signal, 0 = enzyme-free wells. activation factor at 10 µM. hit rate 0.24% among 330,000;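 active = activation factor of at least 2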; note: the source names both 10 and 20 µM as test concentration; values of inactives mirror those of a sister screen read the other way
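Assay system: mouse IAP enzyme / Compound: DMSO-dissolved test compounds / Timing: 30 min, room temperature / Measured by: luminescence from enzymatic CDP-Star hydrolysis / Control set: DMSO-only wells, enzyme-free buffer wells as negative control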
ATG4B inh – blocks human ATG4B protease cleavage of LC3 substrate; Q9Y4P1; ATG4B cleavage of LC3-PLA2, NBD-HPC fluorescence, 1 h; inhibition, % at 8.33 µM; hit rate 0.51% among 340,000; in the data active = inhibition above about 40%
Target sequence (Q9Y4P1 whole entry, looked up): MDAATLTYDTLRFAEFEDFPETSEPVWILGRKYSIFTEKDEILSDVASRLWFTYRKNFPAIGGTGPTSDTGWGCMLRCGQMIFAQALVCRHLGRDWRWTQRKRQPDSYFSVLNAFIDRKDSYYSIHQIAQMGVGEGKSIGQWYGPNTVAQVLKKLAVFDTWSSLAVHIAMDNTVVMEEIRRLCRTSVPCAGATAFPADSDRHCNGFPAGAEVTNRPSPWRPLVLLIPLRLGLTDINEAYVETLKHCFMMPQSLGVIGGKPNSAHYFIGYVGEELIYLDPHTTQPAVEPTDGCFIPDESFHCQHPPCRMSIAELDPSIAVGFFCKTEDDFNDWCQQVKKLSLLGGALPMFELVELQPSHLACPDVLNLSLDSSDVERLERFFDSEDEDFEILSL
A3A deaminase – blocks human APOBEC3A ssDNA deamination. recombinant A3A, FAM/TAMRA ssDNA deamination fluorescence. inhibition, % at 20 µM. hit rate 0.41% among 330,000;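 active = at least 40% inhibition at 20 µM here, with at most 30% in a related deaminase screen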;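 note: plate controls were A3A with DMSO for no effect and wells lacking A3A enzyme for full effect; some results filed as inactive read as strong as hits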
The depositor's hits bear a star; nt = no result given.

No.	smiles	mIAP block	beta cell repl	A3G deaminase	MPTP block	A3A deaminase	hIAP inh	hIAP activ	mIAP act	ATG4B inh
1	Cc1c(Br)c(C(=O)N2CCc3ccccc32)nn1C	0	-2	-3	-1.0	1	-5	1	0.99	2
2	CC(=O)Nc1ccc(-c2csc(NC(=O)c3ccc(C)o3)n2)cc1	8	-3	-2	-0.2	3	-18	1.2	0.92	-2
3	COc1ccc(CC(=O)OCC(=O)N2CCN(S(=O)(=O)c3ccc(C)cc3C)CC2)cc1	1	1	-10	-0.6	-6	16	0.84	0.99	-16
4	Cc1[nH]c2ccccc2c1C(=O)C(=O)NC1CC(=O)N(c2ccc(F)cc2)C1 (stereo not given)	1	3	-8	-1.8	-3	2	0.97	0.99	-1
5	O=S(=O)(c1ccc(Cl)s1)N1CCCc2cccc(O)c21	4	-3	-2	3.8	1	-1	1	0.96	7
6	Cc1nc2ccccc2nc1OCC(=O)Nc1cc(C(F)(F)F)ccc1N1CCOCC1	6	2	-9	-4.2	2	-11	1.1	0.94	-9
7	C[C@H](NC(=O)c1nc[nH]c1C(=O)NCC(=O)OCc1ccccc1)C(=O)OC(C)(C)C	15	0	10	-0.4	3	-69	1.7	0.85	-6
8	Cn1c(=O)oc2cc(S(=O)(=O)NCCN3CCCCCC3)ccc21	4	-2	-2	1.6	6	-2	1	0.96	1
9	O=C1COc2ccc(S(=O)(=O)N3CCCC3)cc2N1	4	-2	-7	0.1	-1	-9	1.1	0.96	-12
10	COc1ccc(OCC(=O)O/N=C(\N)Cc2ccc(Cl)cc2)cc1	8	-2	2	0.6	1	-1	1	0.92	-11
11	Nc1nc(NCc2ccccc2)n(-c2ccccc2)n1	6	-5	-6	-1.2	-2	1	0.99	0.94	8
12	O=C(COC(=O)c1ccc2c(c1)OCCO2)NC1CCCCC1	-4	0	-5	0.1	-1	-28	1.3	1	-6
13	O=C(/C=C/c1ccc([N+](=O)[O-])cc1)Nc1cccc(S(=O)(=O)NC2=NCCCCC2)c1	2	-5	-6	2.2	-3	11	0.89	0.98	-2
14	COC(=O)c1cc2occc2n1Cc1nc(-c2cccc(Cl)c2)oc1C	6	-6	-3	2.6	-2	0	1	0.94	18
15	COC(=O)c1cc(C)nc2c1C(=O)C(=O)C=C2N1CCOCC1	1	-4	-6	4.6	3	9	0.91	0.99	75*
16	CCNC(=O)COC(=O)C1CCC(=O)N(c2ccc(OC)cc2)C1c1ccc(OC)cc1 (stereo not given)	-5	0	1	1.5	4	0	1	1	2
17	COC(=O)c1ccc(Cl)c(NC(=O)NC23CC4CC(CC(C4)C2)C3)c1	-45	-6	1	94*	0	-1	1	1.5	-15
18	CC(=O)Nc1ccc(NC(=O)C(C)OC(=O)c2cccc(S(=O)(=O)N3CCCC3)c2)cc1 (stereo not given)	1	1	16	-1.1	42*	16	0.84	0.99	-2
19	NC(=S)N/N=C/c1c[nH]c2ccccc12	8	2	-17	2.6	2	8	0.92	0.92	-4
20	COc1ccc2oc(=O)c(C(=O)N3CCCC3)cc2c1	-6	-2	-8	0.1	-4	-1	1	1.1	2
21	CCOC(=O)C1=C(C2=CCCCC2)c2ccc(OC)cc2N(S(=O)(=O)C(F)(F)F)C1C(=O)OCC (stereo not given)	0	nt	3	-0.3	2	nt	nt	1	6
22	CC1(C)CN(c2ccc(CC#N)cc2)C1=O	-4	-3	0	-1.0	-2	-3	1	1	-13
23	Cc1ccc(CN(CC2CCCO2)C(=O)CN2C(=O)C(C(C)C)Oc3ccccc32)o1 (stereo not given)	9	-1	-4	5.0	0	9	0.91	0.91	28
24	COC(=O)c1c(NC(=O)c2ccco2)sc2c1C(C(=O)OC)CC2 (stereo not given)	-7	0	1	0.3	2	-7	1.1	1.1	6
25	C[C@H](CO)N1C[C@H](C)[C@@H](CN(C)S(C)(=O)=O)Oc2c(NC(=O)Nc3ccc4c(c3)OCO4)cccc2C1=O	-4	-4	-1	-1.0	0	-13	1.1	1	-1
26	COCCCNc1nc(N)c([N+](=O)[O-])c(Nc2ccccc2OC)n1	1	7.2*	-7	2.9	-2	0	1	0.99	2
27	Cn1cc(C(=O)Nc2ccc(C#N)cc2)c2ccccc2c1=O	-3	-1	-4	-0.2	4	6	0.94	1	0
28	O=C(Cn1c(=O)sc2ccccc21)Nc1ccc(S(=O)(=O)N2CCCCC2)cc1	-44	-2	-11	14	-7	-10	1.1	1.4	3
29	O=C(c1ccc(C(F)(F)F)cc1)C1CCCN(C(=O)CCc2cnccn2)C1 (stereo not given)	-3	-3	-1	0.4	0	4	0.96	1	6
30	CCCn1c(N)c(N(CCOC)C(=O)c2cccc(S(=O)(=O)N3CCCc4ccccc43)c2)c(=O)[nH]c1=O	-3	-2	-6	-1.2	9	-10	1.1	1	-9
31	CCOc1cc(Br)cc(/C=C2\SC(=Nc3ccccc3)NC2=O)c1O	14	-5	-3	0.4	-7	-6	1.1	0.86	11
32	O=C(CN(CC1CCCO1)C(=O)CNS(=O)(=O)c1ccccc1)NCc1ccc(F)cc1 (stereo not given)	-16	0	-2	1.2	-3	-15	1.1	1.2	3
33	COCCNC(=O)NC(=O)COC(=O)c1cc([N+](=O)[O-])ccc1Sc1nc(C)cs1	0	-2	-5	-1.6	-1	11	0.89	1	-3
34	Cc1ccc(S(=O)(=O)NCc2ccccc2)cc1C(=O)N1CCCCCCC1	-4	-1	9	-1.2	1	-13	1.1	1	-2
35	CC1(C)CC(=O)C(N=Nc2cccc(S(=O)(=O)N3CCOCC3)c2)=C(O)C1	0	-1	-4	1.1	0	25	0.75	1	2
36	Cc1nn(-c2ccccc2)c(Cl)c1/C=C1\C(=O)N(C)C(=S)N1C	2	4	-8	-2.8	3	4	0.96	0.98	7
37	CNC(=O)C1Cc2ccccc2CN1S(=O)(=O)c1cccs1 (stereo not given)	8	-2	-6	-1.1	-3	-2	1	0.92	0
38	COc1ccc(S(=O)(=O)N2CCC(C(=O)NC3CCCCC3C)CC2)cc1 (stereo not given)	-6	-4	-9	-0.6	-1	-2	1	1.1	5
39	COc1ccccc1OCc1ccc(C(=O)N(C)C)o1	8	1	5	-18	3	2	0.98	0.92	10
40	O=C(CSc1nnc(C2CC2)n1C1CC1)c1cc(F)ccc1F	1	3	-2	-0.3	1	-11	1.1	0.99	9
41	CCc1cc(C(=O)COc2ccc(F)cc2)c(O)cc1O	0	3	-6	2.3	0	-1	1	0.99	-12
42	Cc1ccc(-n2c(SCC(=O)NCCN3C(=O)CSC3=O)nnc2-c2ccccc2F)cc1	-4	0	-6	1.5	3	-6	1.1	1	-8
43	COC(=O)c1cc2oc3ccccc3c2n1CC(=O)N1CCCc2ccccc21	-9	-2	1	2.4	2	-7	1.1	1.1	-4
44	COc1cccc(-c2cccc(NC(=O)C3CCN(Cc4ccc(CO)o4)CC3)c2)c1	3	-1	-1	-0.1	2	8	0.92	0.97	-1
45	Cc1cc(=O)oc2cc(OC(C)C(=O)NCc3ccccn3)ccc12 (stereo not given)	-5	-1	4	-0.5	-1	-14	1.1	1.1	6
46	CSCC[C@H](N)C(=O)N1CCC(C(=O)N[C@@H](C)C(=O)NCc2ccc(F)cc2)CC1	16	-1	-6	0.4	4	6	0.94	0.84	-12
47	COc1cc(OC)c2c(-c3ccccc3)cc(=O)oc2c1C(CC(=O)N1CCN(c2ccccc2)CC1)c1ccc(N(C)C)cc1 (stereo not given)	-13	-6	-9	-1.2	2	-11	1.1	1.1	-3
48	Cc1ccc(NC(=O)CN(C)C(=O)c2cccc(Br)c2)cc1	-1	6	-4	2.5	0	-6	1.1	1	-1
49	COc1ccc(/C=N\NC(=O)c2ccccc2)cc1COc1ccc(F)cc1	0	-2	6	-0.8	5	-1	1	1	1
50	O=C(Nc1ccc2oc(-c3ccccc3Cl)nc2c1)c1cncc(Br)c1	11	-5	-6	21	1	17	0.83	0.89	4

Structures listed above that bear a hit mark in MPTP block.
| no. | compound | mIAP block | A3G deaminase | MPTP block | A3A deaminase | hIAP inh | hIAP activ | mIAP act | ATG4B inh |
| --- | --- | --- | --- | --- | --- | --- | --- | --- | --- |
| 17 | COC(=O)c1ccc(Cl)c(NC(=O)NC23CC4CC(CC(C4)C2)C3)c1 | -45 | 1 | 94* | 0 | -1 | 1 | 1.5 | -15 |

New compounds follow:
No.	smiles	mIAP block	beta cell repl	A3G deaminase	MPTP block	A3A deaminase	hIAP inh	hIAP activ	mIAP act	ATG4B inh
51	Cc1nn(-c2ccccc2)nc1C(=O)NNC(=O)c1ccc(C(F)(F)F)cc1	-5	-4	-1	2.5	0	-18	1.2	1.1	-2
52	COc1ccc2cc(C(C)=O)c(=O)oc2c1	-7	0	34	0.5	40	17	0.83	1.1	7
53	CC(NC(=O)c1cc(F)c(F)c(F)c1F)c1ccc(-n2ccnc2)cc1 (stereo not given)	-6	0	-9	-0.1	-3	4	0.96	1.1	5
54	O=C(COC(=O)C1CCN(c2ccc(C(F)(F)F)cn2)CC1)Nc1cccc(F)c1	-19	1	20	0.3	25	18	0.82	1.2	1
55	O=C(CN1CCN(S(=O)(=O)c2ccc(F)cc2)CC1)Nc1ccc(F)cc1F	-4	-5	8	-0.9	-2	-13	1.1	1	-8
56	O=C(NCCCO)C(=O)c1c(-c2ccccc2)cc2ccccn12	0	-3	-3	-1.4	1	0	1	1	-4
57	CCOC(=O)C1CCN(c2ccc(C(=O)O)cc2[N+](=O)[O-])CC1	2	-4	4	-0.6	6	-5	1	0.98	8
58	O=C(CSc1n[nH]c(=O)[nH]c1=O)Nc1ccc(Br)cc1Br	-4	-1	-5	-0.8	-2	-16	1.2	1	4
59	O=c1cc(CN2CCN(c3cccc(Cl)c3)CC2)c2cc3c(cc2o1)CCCC3	0	-4	-2	1.3	2	-2	1	0.99	-5
60	CC(C)c1nc2c([nH]1)c(=O)n(C)c(=O)n2C	8	-3	-3	1.3	7	11	0.89	0.92	-9

Random excerpt: 5 compounds from above
No.	smiles	mIAP block	beta cell repl	A3G deaminase	MPTP block	A3A deaminase	hIAP inh	hIAP activ	mIAP act	ATG4B inh
58	O=C(CSc1n[nH]c(=O)[nH]c1=O)Nc1ccc(Br)cc1Br	-4	-1	-5	-0.8	-2	-16	1.2	1	4
54	O=C(COC(=O)C1CCN(c2ccc(C(F)(F)F)cn2)CC1)Nc1cccc(F)c1	-19	1	20	0.3	25	18	0.82	1.2	1
56	O=C(NCCCO)C(=O)c1c(-c2ccccc2)cc2ccccn12	0	-3	-3	-1.4	1	0	1	1	-4
57	CCOC(=O)C1CCN(c2ccc(C(=O)O)cc2[N+](=O)[O-])CC1	2	-4	4	-0.6	6	-5	1	0.98	8
51	Cc1nn(-c2ccccc2)nc1C(=O)NNC(=O)c1ccc(C(F)(F)F)cc1	-5	-4	-1	2.5	0	-18	1.2	1.1	-2

Screening data from PubChem.
